Bcl-xL primary = inhibitors of human Bcl-xL. Q07817. GST-Bcl-xL / FITC-Bim BH3 peptide fluorescence polarization. inhibition, % at 10.9 µM. actives 0.7% (n = 320,000). AID 2129;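 active means inhibition above the mean of all tested compounds plus 3 SD, cutoff set per campaign, cut at about 30% in these data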;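 further: 0% = DMSO wells and 100% = unlabeled Bim-BH3 peptide competitor; inhibitors lower millipolarization by displacing the labeled peptide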
Target sequence (Q07817 whole entry, looked up): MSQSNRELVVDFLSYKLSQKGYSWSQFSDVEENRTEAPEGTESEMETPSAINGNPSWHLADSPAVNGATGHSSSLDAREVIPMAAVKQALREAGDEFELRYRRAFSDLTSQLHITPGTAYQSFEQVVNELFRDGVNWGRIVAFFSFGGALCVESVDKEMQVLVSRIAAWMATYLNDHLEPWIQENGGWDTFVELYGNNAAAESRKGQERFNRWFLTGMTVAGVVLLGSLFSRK
PME-1 primary = PME-1 (human) inhibition; AID 2130; actives 0.53% (n = 320,000); Q9Y570; recombinant PME-1, FP-Rh probe fluorescence polarization; inhibition, % at 5.9 µM;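 active means inhibition above the campaign mean of all compounds plus 3 SD, cut at about 26% in these data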;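 further: competitive labeling of PME-1 active site by serine hydrolase directed probe; 0% = PME-1 with DMSO and 100% = wells lacking PME-1 enzyme; inhibitors block probe labeling so polarization falls and inhibition rises; many of its hits are not listed in these tables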
MCL1-BIM inh = MCL1-BIM-BH3 interaction inhibition (human) | GST-MCL1 / FITC-Bim-BH3 fluorescence polarization | inhibition, % at 10.9 µM | actives 0.68% (n = 320,000);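 active means inhibition above the mean inhibition of all tested compounds plus 3 SD, set per campaign, cut at about 40% in these data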;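 further: 0% = DMSO wells and 100% = unlabeled Bim-BH3 peptide control; higher means more loss of mP so more displacement of Bim peptide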
PAD4 FP inh = inhibitors of human PAD4 | Q9UM07 | recombinant PAD4, RCA probe fluorescence polarization | inhibition, % at 6.36 µM | AID 485272 | actives 0.41% (n = 330,000);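 active means percent inhibition above a cutoff equal to the mean of all tested compounds plus 3 SD, cut at about 15% in these data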;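 further: 0% = PAD4 with RCA probe and DMSO and 100% = probe without PAD4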
MEX-5 binding = C. elegans MEX-5 TCR-2 RNA binding activity; MEX-5/FITC-TCR2 RNA binding, fluorescence polarization; active compounds read low; activity score (negative = inhibition of binding), % at 10 µM; AID 1832; Q9XUB2; actives 0.38% (n = 300,000);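 active means inhibition past about -25% in most replicates, and total fluorescence under double the plate's negative control median, limit read from the data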;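 further: 0% = DMSO and -100% = 5 µM competing unlabeled TCR2 RNA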
Target sequence (Q9XUB2 whole entry, looked up): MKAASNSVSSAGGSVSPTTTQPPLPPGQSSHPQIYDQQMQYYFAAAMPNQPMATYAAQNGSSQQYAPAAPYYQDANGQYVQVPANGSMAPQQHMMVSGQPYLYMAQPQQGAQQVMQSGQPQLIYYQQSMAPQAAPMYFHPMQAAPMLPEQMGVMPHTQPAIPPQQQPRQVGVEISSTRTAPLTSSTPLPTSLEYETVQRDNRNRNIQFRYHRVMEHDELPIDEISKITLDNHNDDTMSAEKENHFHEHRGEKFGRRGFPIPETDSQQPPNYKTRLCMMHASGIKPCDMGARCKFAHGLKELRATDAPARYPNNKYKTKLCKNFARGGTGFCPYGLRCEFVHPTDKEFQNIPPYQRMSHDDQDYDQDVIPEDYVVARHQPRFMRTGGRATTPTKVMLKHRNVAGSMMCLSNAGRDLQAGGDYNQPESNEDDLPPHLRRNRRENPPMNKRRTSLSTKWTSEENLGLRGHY
TPT1 inhibitor = C. albicans TPT1 enzyme inhibition; recombinant caTPT1, FP RNA substrate dephosphorylation; inhibition, % at 5 µM; actives 0.81% (n = 300,000); AID 1962;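 active means inhibition above the mean of all tested compounds plus 3 SD, set per screening campaign, cut at about 24% in these data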;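 further: plate controls were DMSO alone for no effect and ferristatin control at 100 nM for full effect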
GLD-1 RNA inh = GLD-1-TGE RNA interaction inhibition (C. elegans). purified GLD-1 + fluorescein TGE RNA, fluorescence polarization. Q17339. actives 0.44% (n = 320,000). inhibition, % at 5.96 µM;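 active means percent inhibition above a per-plate cutoff, the plate mean of test compounds plus 3 SD, cut at about 30% in these data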;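 further: 0% = DMSO wells with GLD-1 and probe and 100% = wells lacking GLD-1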
GSTO1 counter = GSTO1 inhibition, counter-screen for RBBP9 inhibitors. recombinant GSTO1, activity-based probe fluorescence polarization. inhibition, % at 5.96 µM. actives 1.1% (n = 300,000). AID 1974;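 active means inhibition above the campaign mean inhibition plus 3 SD, cut at about 35% in these data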;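 further: 0% = GSTO1-1 with DMSO and 100% = wells lacking GSTO1-1 enzyme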
Fam108B counter = Fam108B inhibition, counter-screen for RBBP9 inhibitors; AID 1947; recombinant Fam108B, FP-Rh probe fluorescence polarization; inhibition, % at 9.51 µM; actives 0.33% (n = 300,000);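 active means inhibition above the screen mean inhibition plus 3 SD, computed separately per campaign, cut at about 18% in these data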;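 further: inhibitors lower polarization as less probe binds the enzyme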
* marks the source's active call; other numbers are inactive results. Some of the compounds tested; the hit share may differ from the screen's.

Letters: A = Bcl-xL primary; B = PME-1 primary; C = MCL1-BIM inh; D = PAD4 FP inh; E = MEX-5 binding; F = TPT1 inhibitor; G = GLD-1 RNA inh; H = GSTO1 counter; I = Fam108B counter
Cc1ccc(-c2cc(C(=O)N3CCCCC3)c3ccccc3n2)cc1C
  A: 5; B: -2; C: -1; D: 0; E: 1.1; F: -5; G: 6; H: 4; I: 1

CNc1nc(SC)nc2ccccc12
  A: -5; B: 5; C: -4; D: -3; E: 0.2; F: 2; G: 11; H: 0; I: 1

O=C(CCCc1nc(-c2ccc(Cl)cc2)no1)NCC1CCCO1 (stereo not drawn)
  A: 5; B: -4; C: 1; D: -3; E: 2.2; F: 0; G: 1; H: 2; I: 1

CSCC(C)N1CCC(n2nccc2NC(=O)CCOc2ccccc2)CC1 (stereo not drawn)
  A: 14; B: -2; C: 15; D: -5; E: -0.4; F: -3; G: 12; H: 3; I: 4

O=C(O)COc1ccccc1/C=N/Nc1ccc(S(=O)(=O)N2CCOCC2)cc1[N+](=O)[O-]
  A: 5; B: 11; C: 9; D: -8; E: -0.7; F: 2; G: -7; H: 15; I: 2

CC(=O)c1c(C)nc(C)nc1NC(=O)C(C)C
  A: 3; B: -2; C: 1; D: 4; E: 2.3; F: -1; G: 10; H: 11; I: 0

Cn1c(NC(=O)c2ccc(S(=O)(=O)N3CCOCC3)cc2)cc(=O)n(C)c1=O
  A: 0; B: 0; C: -3; D: -4; E: 0.9; F: 2; G: 2; H: -3; I: 4

COc1ccccc1-c1nc2cc(Cl)ccc2c(=O)n1O
  A: 5; B: -6; C: -3; D: -2; E: -1.0; F: -2; G: 4; H: -6; I: 3

Cc1cc(OC(=O)c2cc(Br)ccc2Cl)c([N+](=O)[O-])c(=O)[nH]1
  A: 4; B: 0; C: -3; D: 2; E: -0.1; F: -1; G: 3; H: 6; I: 1

N/C(=N\OC(=O)c1ccccc1Cl)c1cccnc1
  A: 2; B: 6; C: 3; D: -6; E: -0.3; F: -1; G: 1; H: 5; I: 0

CCN(CC)CCCNC(=O)CNC(=O)c1nn(-c2ccc(OC)c(OC)c2)c(=O)c2ccccc12
  A: 1; B: -4; C: -3; D: -2; E: -0.3; F: 2; G: -7; H: 3; I: 3

CC(=O)N1CCCc2cc(S(=O)(=O)Nc3cccc(C)c3C)ccc21
  A: 4; B: 4; C: -1; D: -1; E: 2.2; F: -3; G: 3; H: 9; I: 1

O=C(C1CCCN(Cc2ccccc2C(F)(F)F)C1)N1CCCCC1 (stereo not drawn)
  A: 3; B: 5; C: 0; D: 3; E: -1.6; F: -3; G: -6; H: 8; I: 2

Cc1nc(-c2ccccc2)sc1-c1ccnn1C
  A: 0; B: -7; C: 3; D: 1; E: 0.3; F: -4; G: 8; H: 7; I: -6

CCOc1ccccc1N1C(=O)CC(Sc2ncccc2C(=O)O)C1=O (stereo not drawn)
  A: -2; B: 1; C: -2; D: 2; E: -0.5; F: -1; G: -1; H: 7; I: 2

CCOC(=O)N1CCC(N(CCN(C)C)C(=S)Nc2cc(Cl)cc(Cl)c2)CC1
  A: 0; B: 1; C: 5; D: -5; E: 0.6; F: -1; G: 0; H: 3; I: -1

COCC(=O)Oc1c(S(=O)(=O)c2ccc(C)cc2)c(C)nn1C(C)(C)C
  A: -2; B: -1; C: 1; D: 0; E: 0.1; F: 1; G: 1; H: 0; I: -1

N#C/C(=C(/O)COC(=O)CCC1CCCCC1)c1nc2ccccc2[nH]1
  A: 3; B: 3; C: -1; D: -2; E: -3.3; F: 7; G: -1; H: 15; I: 3

CCCOc1ccc(C2C(C(=O)c3ccc(C)o3)=C(O)C(=O)N2CCCn2ccnc2)cc1 (stereo not drawn)
  A: 12; B: -7; C: 5; D: -2; E: 25; F: 0; G: -2; H: 19; I: -1

COCCCNc1c2c(nc3nnnn13)CCCC2
  A: 4; B: -3; C: 2; D: -1; E: 1.4; F: 0; G: 0; H: 5; I: 5

O=C(CN1C(=O)c2ccccc2S1(=O)=O)Nc1ccon1
  A: -7; B: 2; C: -9; D: -4; E: -2.7; F: -3; G: 2; H: 6; I: -5

COC(=O)c1[nH]c2ccc(F)cc2c1NC(=O)C1=COCCO1
  A: 4; B: -2; C: 6; D: -1; E: -0.4; F: -2; G: 0; H: -1; I: 4

O=C(COC(=O)c1ccc2[nH]c3c(c2c1)CCCC3)Nc1ccccc1Cl
  A: -3; B: 1; C: -13; D: -1; E: 4.2; F: -2; G: 10; H: 4; I: 1

COc1ccc(-c2cc(OC)c3c(C)oc(C)c3c(=O)c2)cc1OC
  A: 14; B: -10; C: 14; D: -2; E: 0.4; F: 5; G: 14; H: 8; I: 4

OC(CCN1CCCC1)(c1ccccc1)C1CCCCC1 (stereo not drawn)
  A: 14; B: -7; C: 12; D: -4; E: -0.9; F: -1; G: 4; H: -1; I: 5

CCOc1ccccc1N1CCN(c2nc(N)c(C#N)c(CC#N)c2C#N)CC1
  A: -27; B: 4; C: -36; D: -11; E: 3.5; F: 28*; G: -42; H: 4; I: 3

O=C(Cn1nnc(-c2ccccc2)n1)NCc1ccccc1
  A: 1; B: 7; C: 1; D: -2; E: -1.2; F: 1; G: 3; H: -4; I: 0

Complete entries, looked up by structure. Order of screens: Bcl-xL primary, PME-1 primary, MCL1-BIM inh, PAD4 FP inh, MEX-5 binding, TPT1 inhibitor, GLD-1 RNA inh, GSTO1 counter, Fam108B counter
Listed for COC(=O)c1[nH]c2ccc(F)cc2c1NC(=O)C1=COCCO1 → 4, -2, 6, -1, -0.4, -2, 0, -1, 4
Listed for O=C(CN1C(=O)c2ccccc2S1(=O)=O)Nc1ccon1 → -7, 2, -9, -4, -2.7, -3, 2, 6, -5
Listed for COc1ccc(-c2cc(OC)c3c(C)oc(C)c3c(=O)c2)cc1OC → 14, -10, 14, -2, 0.4, 5, 14, 8, 4
Listed for COCC(=O)Oc1c(S(=O)(=O)c2ccc(C)cc2)c(C)nn1C(C)(C)C → -2, -1, 1, 0, 0.1, 1, 1, 0, -1
Listed for O=C(Cn1nnc(-c2ccccc2)n1)NCc1ccccc1 → 1, 7, 1, -2, -1.2, 1, 3, -4, 0

Only GSTO1 counter (two entries from above):
Compound,GSTO1 counter
CCCOc1ccc(C2C(C(=O)c3ccc(C)o3)=C(O)C(=O)N2CCCn2ccnc2)cc1 (stereo not drawn),19
O=C(Cn1nnc(-c2ccccc2)n1)NCc1ccccc1,-4

Arranged by value in GLD-1 RNA inh (smallest number first): some entries from above
mol	Bcl-xL primary	PME-1 primary	MCL1-BIM inh	PAD4 FP inh	MEX-5 binding	TPT1 inhibitor	GLD-1 RNA inh
CCOc1ccccc1N1CCN(c2nc(N)c(C#N)c(CC#N)c2C#N)CC1	-27	4	-36	-11	3.5	28*	-42
CCCOc1ccc(C2C(C(=O)c3ccc(C)o3)=C(O)C(=O)N2CCCn2ccnc2)cc1 (stereo not drawn)	12	-7	5	-2	25	0	-2
O=C(Cn1nnc(-c2ccccc2)n1)NCc1ccccc1	1	7	1	-2	-1.2	1	3

High-throughput results: PubChem BioAssay, several laboratories
